# Compound activity deposited in PubChem BioAssay by National Center for Advancing Translational Sciences (NCATS).
# NPC1 prom act – activators of NPC1 promoter; Potency, µM (highest dose often 9.22 µM), without a hit: at the top dose activation, usual class: activators; Huh7 NPC1 promoter luciferase reporter, 24 h; 2.4% of 320,000 active;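 note: % of control where 0% means no effect; nearly all actives have a fitted effect of over 60% in size; reporter is driven by a mutant NPC1 promoter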
#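 Luciferase expression driven by the NPC1 promoter was measured in stably transfected Huh7 cells after a 24 h compound incubation, using a luciferase reagent and a luminescence read.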
# Rab9 prom act – Rab9 promoter activation. Huh7 Rab9 promoter-luciferase reporter, luminescence, 24 h. Potency, µM (titrated, usually from 9.22 µM), without a hit: at the top dose activation, negative = inhibition, actives largely listed as activators. AID 485297. 2.8% of 320,000 active; note: % of control where 0% means no effect; nearly all actives have a fitted effect of over 60% in size
#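 Promoter activation is measured as luciferase luminescence in Huh7 cells stably transfected with a Rab9 promoter–luciferase construct, following 24 h compound exposure at 37 °C and 10 min reagent incubation at ambient temperature.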
# ELG1 genotox – induces genotoxicity in HEK293T cells with luciferase-tagged ELG1; HEK293T ELG1-luciferase reporter, luminescence, 16 h; Potency, µM (top dose mostly 46 µM), without a hit: at the highest dose activity change, positive = activation, most hits filed as activators; 1.3% of 330,000 active; AID 504466; note: % of control where 0% means no effect; nearly all actives have a fitted effect of over 60% in size
#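 DMSO vehicle served as control against compound-treated ELG1-luciferase HEK293T cells; exposure lasted 16 hr at 37 °C and 5% CO2, followed by ONE-Glo luminescence detection after 30 min.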
# FLuc counter – firefly luciferase modulation, counter-screen for miR-21 project; purified FLuc, Km substrates, luminescence inhibition; Potency, µM (highest dose often 57.5 µM), inactives show at the top dose activity change, negative = inhibition, usual class: inhibitors; 6.9% of 360,000 active;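 note: plate controls were vehicle for no effect and reference inhibitor for full effect; nearly all actives have a fitted effect of over 55% in size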
# Target sequence (P08659 whole entry, looked up): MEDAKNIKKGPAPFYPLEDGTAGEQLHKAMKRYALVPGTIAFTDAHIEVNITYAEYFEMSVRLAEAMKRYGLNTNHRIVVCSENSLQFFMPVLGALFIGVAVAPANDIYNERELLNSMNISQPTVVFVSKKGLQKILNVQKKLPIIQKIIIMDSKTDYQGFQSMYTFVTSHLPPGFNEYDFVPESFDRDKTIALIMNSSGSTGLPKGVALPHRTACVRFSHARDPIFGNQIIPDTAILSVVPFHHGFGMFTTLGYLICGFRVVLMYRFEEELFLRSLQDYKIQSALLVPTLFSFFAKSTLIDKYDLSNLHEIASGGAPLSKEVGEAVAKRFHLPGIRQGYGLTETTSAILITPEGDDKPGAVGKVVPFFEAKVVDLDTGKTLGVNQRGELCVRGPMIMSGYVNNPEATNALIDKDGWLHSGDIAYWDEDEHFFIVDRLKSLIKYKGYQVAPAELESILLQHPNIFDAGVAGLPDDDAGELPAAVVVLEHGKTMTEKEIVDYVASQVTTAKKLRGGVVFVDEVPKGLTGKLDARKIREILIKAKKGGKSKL
#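 Purified P. pyralis luciferase, 10 nM final, with Km-level 10 uM D-luciferin and 10 uM ATP in 50 mM Tris acetate pH 7.5, 10 mM Mg acetate, 0.01% Tween-20, 0.05% BSA; 6-point qHTS titration about 60 µM downward; luminescence read.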
# MBNL1-CUG inh – inhibitors of human MBNL1 binding to CUG repeat RNA; Q9NR56; TR-FRET MBNL1-His/biotin-(CUG)12 binding, 665/545 ratio; Potency, µM (highest dose often 57.5 µM), for inactives: top-dose activity change, negative = inhibition, usual class: inhibitors; 0.036% of 280,000 active; active = well fitted inhibition curve with a large enough effect in the signal ratio, with a control signal flat, not every such curve was filed as active; inconclusive = small, poorly fitted or top-dose-only effect, or effect the other way, or a change in a side signal; inactive = no such curve, though single readings can be large or run the other way; the % refers to the signal ratio; note: % is set by controls: 0 for no effect and ±100 for the full control effect
#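 TR-FRET between His-tagged MBNL1 and biotin-(CUG)12 RNA, detected with Tb anti-His antibody (0.055 ng/ul) and streptavidin-XL665 (5 nM), 60 min at room temperature. Compounds titrated 92 nM to 58 uM; 665/545 nm ratio normalized to buffer and complex controls.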
# RORg inh – inhibitors of mouse ROR gamma transcriptional activity | P51450 | Drosophila S2 Gal4-RORgamma UAS-luciferase reporter, 20 h | Potency, µM (doses to about 53.6 µM), without a hit: top-dose activity change, negative = inhibition, actives largely listed as inhibitors | 5.4% of 310,000 active | AID 2551; note: % is set by controls: 0 for no effect and ±100 for the full control effect; nearly all actives have a fitted effect of over 60% in size
# Target sequence (P51450 whole entry, looked up, the tested form may be a part): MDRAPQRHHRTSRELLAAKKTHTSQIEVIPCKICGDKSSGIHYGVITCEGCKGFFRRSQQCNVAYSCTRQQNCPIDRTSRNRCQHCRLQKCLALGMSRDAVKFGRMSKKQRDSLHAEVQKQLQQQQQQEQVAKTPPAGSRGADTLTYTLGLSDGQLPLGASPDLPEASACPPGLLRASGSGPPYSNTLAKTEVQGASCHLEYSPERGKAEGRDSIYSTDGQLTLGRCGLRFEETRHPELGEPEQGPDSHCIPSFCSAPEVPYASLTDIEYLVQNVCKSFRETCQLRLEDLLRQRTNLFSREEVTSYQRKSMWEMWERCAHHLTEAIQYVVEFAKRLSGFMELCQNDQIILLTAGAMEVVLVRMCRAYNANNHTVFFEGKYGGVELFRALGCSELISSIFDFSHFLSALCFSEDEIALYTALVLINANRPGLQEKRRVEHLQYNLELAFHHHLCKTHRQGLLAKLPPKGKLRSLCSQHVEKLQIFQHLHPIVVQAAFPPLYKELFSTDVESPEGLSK
#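 Compounds are pin-transferred onto Drosophila Schneider cells expressing a copper-inducible Gal4–ROR gamma transactivation domain fusion. After 1 hr, copper sulfate is added to 700 uM final; luciferase is read 20 hr later.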
# VP16 counter – Gal4-VP16 reporter inhibition counter-screen. 3.5% of 310,000 active. Drosophila S2 Gal4-VP16 UAS-luciferase, luminescence, 20 h. Potency, µM (top dose mostly 53.6 µM), for the others: top-dose activity, negative = inhibition, usual class: inhibitors;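 note: Gal4-VP16 expression switched on by copper sulfate through the metallothionein promoter; % is set by controls: 0 for no effect and ±100 for the full control effect; nearly all actives have a fitted effect of over 50% in size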
# uPA surface inh – cell surface uPA generation inhibition. cell surface uPA generation assay, qHTS. Potency, µM (top dose mostly 38.3 µM), for the others: top-dose activity change, negative = inhibition, most hits filed as inhibitors. 0.31% of 330,000 active. AID 540303; active = well fitted inhibition curve with a large enough effect; inconclusive = small, poorly fitted or top-dose-only effect; inactive = no such curve, though single readings can be large or run the other way; tested in mouse RAW 264.7 cells; note: % is set by controls: 0 for no effect and ±100 for the full control effect; nearly all actives have a fitted effect of over 55% in size
# BRCA1 expr up – increases BRCA1 expression. MCF7-BRCA1-FFLuc reporter, luminescence, 48 h; response scale: scaled: vehicle 0%, 10 µM genistein 100%. Potency, µM (titrated, usually from 46.1 µM), inactives show top-dose activation, actives largely listed as activators. 1.1% of 380,000 active. AID 624202; note: nearly all actives have a fitted effect of over 80% in size; some results filed as inactive show a strong effect at the top dose
#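 Using MCF7 cells harboring a BRCA1 firefly luciferase reporter, plated 2 h before compound pinning, the screen measured luminescence after 48 h incubation. Responses were normalized to DMSO and 10 microM genistein, then fitted for concentration-effect.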
# p53 reactivator – mutant p53 re-activation in reporter cells; 0.063% of 320,000 active; H1299 p53-A138V BP100-luciferase reporter, luminescence, 24 h; Potency, µM (top dose mostly 92.2 µM), for inactives: top-dose activity change, positive = activation, hits mostly activators; AID 504706; note: % of control where 0% means no effect; nearly all actives have a fitted effect of over 45% in size
#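 H1299 (p53-null), stable ts p53-A138V + BP100-Luc; 1000 cells/well, Opti-MEM/10% FBS; cpd 4 pt, 1:5; 24 h, 37 deg C, 5% CO2; detection reagent 10 min RT; luminescence.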
# Active calls of the source: *; ? = inconclusive; . = not tested or not shown; [ ] = another dose, or the depositor's remark. Unless noted, calls come from the whole dose curve; as a rule, active = well fitted curve in the direction sought with a large enough effect; inconclusive = small, poorly fitted or top-dose-only effect, or another doubt; inactive = no such curve, though single readings can be large; an effect the other way counts as inactive or inconclusive. Potency is the fitted concentration of half-maximal effect.
# Each structure is followed by: NPC1 prom act, Rab9 prom act, ELG1 genotox, FLuc counter, MBNL1-CUG inh, RORg inh, VP16 counter, uPA surface inh, BRCA1 expr up, p53 reactivator
> N#CCSc1ncnc2sc3c(c12)CCC3
    -1%, -5%, 4%, 0%, 43%[activator], -6%, -1%, 1%, 0%, -4%
> CN(CC(=O)Nc1ccc(F)cc1)C(=O)COC(=O)c1cccc(N(C)C)c1
    2.2µM*, 1.4µM*, ?, ?, ., ., ., -21%, 64%, ?
> CCCC(NC(=O)c1ccc(Br)o1)c1nc2ccccc2[nH]1 (stereo unspecified)
    ., ., -4%, ., ., ., ., -12%, -16%, -7%
> O=C(CNC(=O)/C(=C/c1ccccc1)NC(=O)c1ccc(Br)cc1)OCc1ccccc1
    -3%, -1%, -1%, 0%, 10%, 6%, -9%, 0%, -32%, -3%
> Cc1cc(-c2ccc(C)c(S(=O)(=O)N3CCN(c4ccc(F)cc4)CC3)c2)on1
    -24%, -34%[inhibitor], -4%, 2%, -7%, -3%, 0%, -1%, -32%, -3%
> COC(=O)c1sc(NC(=O)COc2cccc(C)c2)nc1C
    -1%, -3%, 0%, ?, -4%, 12%, 0%, 1%, -1%, 2%
> COc1cc(-c2nc3n(n2)C(c2ccncc2)C2=C(CCCC2=O)N3)cc(OC)c1OC (stereo unspecified)
    -7%, -1%, 18%, 0%, -8%, 11%, 8%, -2%, -32%, -6%
> O=C(NC(=S)Nc1sc2c(c1C(=O)O)CCCC2)c1ccccc1
    27%, 16%, 3%, ?, -3%, 29%, -4%, 0%, 9%, .
> CCN(CC(=O)Nc1c(F)cccc1F)C(=O)C1CCN(S(=O)(=O)c2ccc(C)c(C)c2)CC1
    -5%, 0%, -3%, 3%, ., ., ., 2%, -32%, -1%
> CSc1nnnn1-c1c(C)cc(C)cc1C
    -2%, -1%, 1%, 1%, 1%, -1%, -4%, 0%, 0%, 2%
> COc1ccc(-n2cc(C#N)c(=O)n(Cc3ccc(F)cc3)c2=O)cc1
    -11%, 0%, 1%, -2%, ., 23%, -7%, -9%, 0%, -5%
> Cc1ccc(N(CC(=O)NC(C)(C)C)C(=O)CS(=O)CC(=O)Nc2ccc3c(c2)OCO3)cc1 (stereo unspecified)
    3%, 2%, -3%, -4%, -8%, -3%, 1%, -6%, 1%, -4%
> CCNCc1ccccc1OCc1ccccc1
    1%, -2%, -5%, -2%, -4%, -13%, -3%, -6%, -4%, -4%
> COc1cc(/C=C2\C(=N)N3N=C(S(C)(=O)=O)SC3=NC2=O)cc(OC)c1OCCOc1ccccc1C
    -4%, 0%, 3%, 0%, 3%, 1%, -18%, 15%, -2%, 0%
> CCN(C(=O)COC(=O)/C=C/c1cnc2ccccc2n1)c1ccccc1
    0%, 4%, -6%, 2%, ., 36%, 1%, -7%, -31%, -2%
> CN1CCC(N(C)C(=O)COc2ccccc2-c2ccccc2)CC1
    3%, -3%, -6%, 1%, 1%, 6%, 4%, -4%, 1%, 7%
> N#Cc1ccccc1COC(=O)c1ccc2c(c1)OCO2
    ?, ?, 15%, ?, ., ., ., -16%, ?, ?
> CCc1ccc[n+](-c2nc([O-])sc2C=O)c1
    0%, 4%, -1%, 4%, ?, 7%, 3%, -1%, -5%, 1%
> CC(=O)c1sc2nc(CSc3nnnn3-c3ccccc3)[nH]c(=O)c2c1C
    -3%, -5%, -2%, -11%, ?, ?, -13%, -2%, -3%, -1%
> CN1CCN(S(=O)(=O)c2ccc(N(C)Cc3cccc(F)c3)nc2)CC1
    -5%, -2%, -1%, 4%, ., ., ., -14%, -9%, 6%
> CC1(c2ccccc2)NC(=O)N(N)C1=O (stereo unspecified)
    1%, -7%, 0%, 0%, -2%, -1%, -17%, -5%, 0%, 0%
> COc1ccc(NC(=O)CSc2nncc3ccccc23)cc1
    6%, 16%, 10%, -1%, 1%, 35%, 2%, ?, -16%, -5%
> Cc1ccc2nc(-c3ccc(NC(=S)NC(=O)C(C)C)cc3)sc2c1
    0.4µM*, 1.8µM*, 9.2µM*, 3.8µM*, 7%, 1.1µM*, 2.8µM*, 3%, 14%, ?
> CC(C)CN(C(=O)c1cc(Cl)nc2ccccc12)C1CCS(=O)(=O)C1 (stereo unspecified)
    2%, -2%, 0%, -11%, ., ., ., -4%, -4%, 4%
> Cc1oc(-c2ccc(Cl)cc2)cc1C(=O)/C(C#N)=C/Nc1cccc(OC(F)(F)F)c1
    3%, -2%, 9%, 1%, -5%, -17%, 4%, 2%, -34%, -1%
> Cc1ccccc1-c1ccc(C=Nc2c(C)n(C)n(-c3ccccc3)c2=O)o1
    2%, 2%, 3%, 4.8µM*, ?, 8%, 5%, -2%, 0%, -3%
> COc1cc(C(=O)N2CCC(C(=O)Nc3cccc(C(C)=O)c3)CC2)cc(OC)c1OC
    0%, -2%, 3%, 0%, -3%, 7%, -1%, -9%, 2%, 2%
> C=CCn1cnc2scc(-c3ccc(C)c(C)c3)c2c1=O
    -8%, 0%, 0%, -1%, -2%, 12%, 7%, -15%, -27%, -4%
> Cc1ccccc1CC1(CO)CCCN(C(=O)CCC(F)(F)F)C1 (stereo unspecified)
    15%, -10%, -1%, -7%, -7%, 34%, -4%, -3%, -25%, -3%
> COC(=O)c1ccccc1-c1ccc(C=O)o1
    -1%, -2%, 1%, -1%, 5%, -6%, 1%, 1%, 16%, -1%
> O=C(/C=C/c1cccs1)c1ccc([N+](=O)[O-])cc1
    0%, 9%, 2%, 4.3µM*, ?, 18%, -1%, -3%, -9%, 9%
> Cc1cc(C)c(C)c(S(=O)(=O)NCc2cccnc2)c1C
    1%, -6%, -2%, 0%, 3%, 21%, -1%, ., -9%, -5%
> C=CCc1cccc(/C=N/NC(=O)c2ccc3nc[nH]c3c2)c1O
    -42%[inhibitor], -49%[inhibitor], ?, 17µM*, 10%, ?, ?, ?, -40%, ?
> CCC(c1nnnn1CCc1ccccc1)N1CCN(C(=O)c2ccco2)CC1 (stereo unspecified)
    -1%, -5%, 2%, 1%, -4%, ?, -3%, -5%, -17%, -12%
> CCC(CO)Oc1cc(NCc2ccccc2OC)c2ncn(C(C)C)c2c1 (stereo unspecified)
    ., ., 0%, ., ., ., ., -1%, -21%, 1%
> CCC(C)NC(=O)N[C@@H](CCSC)C(=O)O (stereo partly specified)
    -1%, 1%, 1%, 2%, 2%, -11%, -3%, -8%, -6%, -18%
> C=CCNC(=O)NC(=O)COC(=O)CCCSc1nc2ccccc2[nH]1
    0%, 1%, -2%, -6%, -2%, -1%, 1%, ., 1%, 3%
> CCOC(=O)c1c(C)oc2c1C(=O)c1ccccc1C2=O
    -2%, -13%, -13%, -8%, ?, ?, -22%, ?, -93%, -8%
> COc1cc(CN2CCCCCC2)cc([N+](=O)[O-])c1O
    1%, 0%, 0%, -2%, 21%, -12%, 1%, -29%, -6%, .
> Cc1ccc2cc3cc(C(=O)NCCCN4CCCCCC4)oc3nc2c1
    -3%, -1%, ?, 0%, ?, ?, 4%, -3%, 0%, ?
> CN(C)c1ccc(C(C#N)c2ccc(Cl)cc2)nn1 (stereo unspecified)
    12%, 0%, -1%, 1%, 15%, -4%, 20%, -4%, -5%, -2%
> CC(=O)Nc1ccc(S(=O)(=O)N2C(C)CCCC2C)cc1 (stereo unspecified)
    1%, -2%, -1%, -1%, 1%, 1%, 17%, 9%, -3%, -6%
> COc1ccc(C)cc1NC(=O)CO/N=C(\N)CC(=O)Nc1ccccc1OC
    -2%, 3%, -1%, -2%, ., ., ., 27%, -10%, ?
> C=CCNc1cc(C)oc(=O)c1C(=O)CCC
    1%, 5%, -2%, 4%, 1%, -4%, 0%, -16%, 1%, -4%
> Cc1cc(C(F)(F)F)n(-c2nc(C(=O)NNS(=O)(=O)c3ccccc3)cs2)n1
    -5%, -2%, 0%, 1%, 7%, -4%, 13%, 4%, -7%, -6%
> NC(=O)C1CCN(c2ccc(S(=O)(=O)N3CCC(Cc4ccccc4)CC3)cn2)CC1
    -23%, -28%, -5%, 0%, -4%, -13%, 1%, 2%, -35%, -2%
> CCOc1ccccc1N1CCN(C(=O)c2ccncc2)CC1
    -3%, 1%, 1%, 0%, 0%, -4%, 1%, -1%, -5%, 2%
> CC(=O)c1ccc(N2CCN(CC(=O)N(CC(C)C)c3c(N)n(CC(C)C)c(=O)[nH]c3=O)CC2)cc1
    -3%, -3%, 0%, 1%, -3%, 16%, -1%, 1%, -1%, 26%
> O=c1nc2n(c3ccc([N+](=O)[O-])cc13)CCCCC2
    0%, 1%, 3%, 1%, ?, -1%, 6%, 3%, -6%, -1%
> Cc1sc2ncn(CC(=O)N3CCC(C(N)=O)CC3)c(=O)c2c1S(=O)(=O)N1CC(C)CC(C)C1 (stereo unspecified)
    -7%, -3%, 6%, 1%, 1%, -2%, 0%, -1%, 1%, -1%
> O=C(NCc1ccc2c(c1)OCO2)c1ccccc1
    7%, 11%, 4%, -8%, -11%, ?, 21%, 3%, 13%, -1%
> CCOC(=O)C1CCN(C(=O)CCn2c(=O)[nH]c3ccccc3c2=O)CC1
    1%, -5%, -1%, 0%, -6%, 1%, 1%, 0%, -3%, -14%
> Cc1cc(/C=N/NC(N)=O)c(C)n1C1CCCCC1
    6%, 0%, 11%, ?, -2%, 13%, -1%, 3%, -5%, 7%

# Compounds were not picked by outcome. Share with any hit: about 13%.
